Compound activity (PubChem)
PKA-R2B act – PKA-R2B complex activation. 340,000 tested, 0.079% active. P22694+P31323. activation, % at 11.4 µM. PKA-R2B holoenzyme dissociation, Cy5-IP20 fluorescence polarization; R2B truncated from residue 108, S112A mutant; 0% DMSO only, 100% 113 µM cGMP;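 active = activation above a cutoff set at the mean over all compounds plus 3 SD, cut at about 18% in these data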;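 note: higher means more holoenzyme dissociation and a rise in polarization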
Mot1-301 SUMO – blocks SUMOylation pathway, rescuing yeast Mot1-301 growth | S. cerevisiae Mot1-301 growth rescue, ATP luminescence, 38.5C; percent above DMSO median, 100 means doubled | growth rescue, % at 18.8 µM | 320,000 tested, 1% active;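 active = every valid replicate shows activation above 250% relative to neutral control wells; inactive = the rest, any valid replicate at or below 250%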;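 note: OY570 slx delta 5 strain wells were the positive control but not used for scaling; some compounds called inactive have numbers as strong as hits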
MITF act – MITF TRPM1 promoter activation in melanoma cells; activation, % at 12.5 µM; AID 588334; SK-MEL-5 TRPM1-promoter luciferase, 24 h; % of positive control, neutral wells = 0; 300,000 tested, 0.75% active;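 active = mean activation of at least 80% with every replicate also reaching 80%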;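 note: 0% = neutral control wells and 100% = parthenolide positive control wells; values of inactives mirror those of a sister screen read the other way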
DSG3 Ab inh – human desmoglein-3 autoantibody binding inhibition. P32926. DSG3-coupled beads, scFv-anti-DSG3-GFP binding, flow cytometry; hits give low values. binding (percent of control), % at 10 µM. 310,000 tested, 0.48% active. AID 588358;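 active = binding more than 3 SD below its plate's average and above zero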;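 note: hits lower antibody fragment binding to DSG3; some compounds called inactive have numbers as strong as hits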
CDK5 inh – CDK5/p35 (human) kinase inhibition; Q00535+Q15078; Recombinant CDK5/p35, ADP-Glo luminescence, 60 min; inhibition, % at 10 µM; 330,000 tested, 0.01% active; AID 488839;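 active = highest replicate inhibition of at least 50% and at least 75% of replicates reaching 50%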;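 note: plate controls were DMSO neutral control for no effect and GW8510 at 10 µM for full effect; many of its hits are not listed in these tables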
Arrestin-AP2 inh – blocks beta-arrestin peptide binding to AP2 adaptin. 340,000 tested, 0.31% active. FITC-arrestin peptide / GST-AP2 beads, flow cytometry; AP2 beta2 appendage carries R879A mutation. inhibition, % at 10 µM;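 active = inhibition above a set limit, near 3 SD of compounds lacking own fluorescence, cut at about 54% in these data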;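 note: plate controls were DMSO wells for no effect and 5 µM unlabelled arrestin peptide for full effect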
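System: GST-tagged AP2 beta2-adaptin appendage (R879A) on 4 µm glutathione beads / Reagent: FITC-arrestin peptide, 50 nM / Detection: HyperCyt-sampled flow cytometry, FL1 channel, ex 488/em 535 nm / Timing: 12 min plus 1 h, RT / Buffer or medium: PBS plus Tween 20 (0.05%) and BSA (0.1%)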
PKA-R1A activ – PKA-R1A complex activation. PKA-R1A dissociation, Cy5-IP20 fluorescence polarization; scaled: DMSO 0%, 113 µM cGMP 100%. activation, % at 11.4 µM. 340,000 tested, 0.083% active;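 active = percent activation above the mean of all tested compounds plus 3 SD, cut at about 19% in these data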;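 note: higher means more PKAc released from R1A so a rise in polarization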
SR-BI HDL uptake – inhibitors of mouse SR-BI mediated HDL lipid uptake | Q61009 | AID 488896 | ldlA[mSR-BI] CHO cells, DiI-HDL uptake fluorescence, 3 h | inhibition, % at 12.5 µM | 320,000 tested, 0.96% active;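 active = mean replicate inhibition of at least 70% and a set share of replicates each scoring 70 or more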;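 note: 0% = median of neutral control wells and 100% = median of positive control wells; values of inactives mirror those of a sister screen read the other way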
NSD2 inh – NSD2 (human) methyltransferase inhibition. 310,000 tested, 0.54% active. O96028. inhibition, % at 12.5 µM. NSD2 peptide methylation, AlphaScreen, 120 min; in the data active = inhibition above about 50%
SR-BI uptake up – enhances SR-BI lipid uptake from DiI-HDL. AID 504775. activation, % at 12.5 µM. CHO ldlA[mSR-BI] cells, DiI-HDL uptake fluorescence, 3 h; 100 = double the neutral-control signal. 320,000 tested, 0.096% active;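 active = mean replicate activation of at least 60% and every replicate at or above 60%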;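 note: 0% = median plate neutral-control signal and 100% = twice that signal; values of inactives mirror those of a sister screen read the other way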
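material = CHO ldlA[mSR-BI] cells | medium = Ham's F12 with 0.5% BSA, HEPES 25 mM, pH 7.4 | reagent = fluorescent DiI-HDL, 10 µg/mL final | compound dosing = single-point compound dose | incubation = 3 h, 37 °C | measured by = bottom-read fluorescence, 550/595 nm | measure = HDL uptake via cellular fluorescence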
dFosB act – mouse delta FosB homodimer activation; P13346; activation, % at 25 µM; 340,000 tested, 0.99% active; purified delta FosB, TAMRA-CDK5 oligo fluorescence polarization; percent of positive-control signal above neutral wells;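 active = mean activation above about 17%, with every replicate also reaching it, limit read from the data, passing the limit was not always enough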;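 note: fluorescence polarization rise as delta FosB binds a TAMRA Cdk5 AP-1 oligo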
* hit, by the source's call; · = no result given.

Value order – PKA-R2B act	Mot1-301 SUMO	MITF act	DSG3 Ab inh	CDK5 inh	Arrestin-AP2 inh	PKA-R1A activ	SR-BI HDL uptake	NSD2 inh	SR-BI uptake up	dFosB act
O=C(CSC1=NS(=O)(=O)c2cc(Cl)ccc2N1)Nc1ccccc1C(F)(F)F
→ -11	2	9	99	1.0	17	3	0	0	0	2
Nc1ncnc2c1ncn2[C@@H]1O[C@H](CNCc2cccn2-c2nccs2)[C@@H](O)[C@H]1O
→ -2	-18	1	96	0.2	5	-10	-55	·	55	12
Clc1ccc(-c2ccc(/C=N/Nc3cc(N4CCOCC4)nc(N4CCOCC4)n3)o2)cc1
→ -6	41	6	112	-0.9	2	-6	35	-5	-35	-5
Cc1ccc(/C=C/C(=O)Nc2cc(=O)n(C)c(=O)n2C)o1
→ 7	-17	28	·	1.8	12	-3	-13	1	13	-12
COc1cc(C(=O)N/C(=C\c2cn(C)c3ccccc23)C(=O)NCCN2CCOCC2)cc(OC)c1OC
→ 5	130	7	·	-0.1	20	-6	-10	2	10	-13
O=C(O)c1ccc(CSc2nnnn2C2CCCCC2)cc1
→ 6	0	·	·	-0.7	-4	11	5	6	-5	1
O=[N+]([O-])/C(C=Nc1ccccc1O)=C\Nc1ccccc1O
→ 0	·	-11	112	0.4	-2	-10	-18	1	18	4
O=C(Cc1cccs1)NCCc1cn2ccccc2n1
→ 8	1	·	105	-1.4	13	-10	-16	·	16	-10
C=CCOc1c(Cl)cc(CNn2cn[nH]c2=S)cc1OC
→ 2	-14	2	99	-1.5	-26	1	-4	1	4	-5
COc1ccc(-c2nn(-c3ccccc3)cc2C(=O)N2CCN(S(=O)(=O)c3cccc(F)c3)CC2)cc1
→ -14	-31	8	90	0.3	6	-8	23	0	-23	-6
CC(C(=O)N1CC2(C)CC1CC(C)(C)C2)N1C(=O)c2ccccc2C1=O (configuration not stated)
→ 3	-12	1	100	1.7	9	-8	-16	3	16	2
Cc1nn(C(=O)c2ccco2)c(C)c1Sc1ccc([N+](=O)[O-])cc1
→ 2	-23	-9	103	-2.9	6	-5	1	-1	-1	5
C=CCN1C(=O)c2ccc(C(=O)N(C)CC(=O)Nc3cccc(F)c3)cc2C1=O
→ -7	29	10	·	-2.4	-2	-8	-22	25	22	-9
COc1ccc(-c2ccc3c(c2)C2CC3CCN2CCC#N)cc1 (configuration not stated)
→ -2	·	0	101	0.2	-3	-5	33	·	-33	-2
COc1cc(NC(=O)c2ccc(Br)o2)c(C(=O)O)cc1OC
→ -4	656	·	107	-0.5	10	0	-21	-1	21	2
Cc1cc(O)cc2c(=O)c3ccccc3sc12
→ -11	-6	14	104	-7.0	36	4	18	3	-18	-11
Cc1ccc(NC(=S)NNC(=O)c2ccco2)cc1
→ 2	-8	15	102	0.4	33	-2	3	0	-3	-9
COc1cccc(CC(=S)N2CCOCC2)c1
→ 7	-8	13	99	0.6	9	7	-42	-1	42	-1
COc1cc(/C=C/C(=O)OCC(=O)NC(=O)NC2CCCCC2)ccc1OC(F)F
→ 0	-6	-4	102	-0.9	12	-4	6	-1	-6	-10
Cc1cc[n+](-c2nc([O-])sc2/C=N/Nc2ccc([N+](=O)[O-])cc2)cc1
→ 4	60	2	101	0.2	9	-2	-2	4	2	-1

(continued)
compound,PKA-R2B act,Mot1-301 SUMO,MITF act,DSG3 Ab inh,CDK5 inh,Arrestin-AP2 inh,PKA-R1A activ,SR-BI HDL uptake,NSD2 inh,SR-BI uptake up,dFosB act
O=C(CCCCCN1C(=O)[C@@H]2Cc3ccccc3CN2C1=O)NCCc1ccccc1,3,27,7,101,·,-8,-3,22,1,-22,-9
Cc1nc2ccc(C(=O)Nc3cccc([N+](=O)[O-])c3)cc2s1,6,19,-5,107,-5.1,-11,-7,74*,-1,-74,13
CCNC(=O)CN1C(=O)NC2(CCOc3ccccc32)C1=O (configuration not stated),-3,-2,0,93,-0.2,-12,-2,-15,1,15,-1
Cc1c(CC(=O)NCCCC(=O)O)c(=O)oc2c(C)c3oc4c(c3cc12)CCCC4,-11,2,5,103,-0.6,14,-13,·,7,·,2
Cc1ccccc1C(=O)Nc1cc(S(=O)(=O)N2CCCCC2)ccc1N1CCN(C)CC1,-1,-16,12,96,-0.5,-3,4,-9,4,9,-4
CCOc1ccc(C(=O)NNC(=O)C2CC(=O)N(c3ccc(C)cc3)C2)cc1 (configuration not stated),-4,269,-7,98,0.0,-5,-2,11,-2,-11,2
O=C(Nc1nc2ccccc2[nH]1)Nc1ccccc1F,-13,-9,37,110,-6.3,3,0,-1,·,1,2
COc1ccc(CNCCCC(=O)Nc2c(Cl)ccc(C)c2Cl)cc1OC,0,13,-4,·,1.5,-5,4,-10,4,10,5
Cc1cccc(C(=O)NCCCNC(=O)c2ccccn2)c1,-10,11,-7,103,0.8,24,3,-5,2,5,5
O=C(Nc1cccnc1)c1ccccc1-c1nc(-c2ccccc2F)no1,5,6,26,104,-0.5,-8,1,-8,-1,8,-7
COc1ccc(N(CCC(=O)NCCc2ccccc2)S(=O)(=O)c2ccc(C)cc2C)cc1,-10,-11,46,92,-0.4,21,0,-18,-4,18,-15
CCN(C(=O)COC(=O)c1cc(S(=O)(=O)N2CCOCC2)ccc1F)C1CCS(=O)(=O)C1 (configuration not stated),-10,7,2,100,-0.1,-10,-20,-15,4,15,-12
Cn1c(C2CCCN2C(=O)OC(C)(C)C)n[nH]c1=S (configuration not stated),-21,5,-3,101,-0.4,1,-2,-31,-10,31,3
CCOc1ccc(NC(=O)c2cccc3c2C(=O)N(CCOC)C3)cc1,6,3,72,94,2.1,-11,-3,29,·,-29,-7
O=C(/C=C/c1ccco1)N(Cc1cccc(Cl)c1)C1CCS(=O)(=O)C1 (configuration not stated),-3,3,·,·,1.9,4,-9,-24,1,24,-8
O=C(O)c1cnn2c(-c3ccc(F)cc3)ccnc12,7,-15,-3,·,2.6,-5,9,-38,-1,38,3
CCOCCCNCc1ccc(Cl)cc1,-6,2,16,104,0.2,8,-3,-9,-1,9,-3
Cc1ccc(NC(=O)N2CCC(C(=O)Nc3ccc(C)cc3C)CC2)cc1,3,-19,·,·,0.8,-1,-7,27,3,-27,0
O=C(NCc1ccc2c(c1)OCO2)c1cnc2n(c1=O)CCS2,-18,-16,-7,98,0.7,11,-6,-25,·,25,-13
CN(C)CCCN(C(=O)c1ccc(S(=O)(=O)N2CCOCC2)cc1)c1nc2ccc(F)cc2s1,4,3,6,·,0.2,0,-3,10,2,-10,-3
CCn1c(Cc2ccccc2)nnc1SCC(=O)NC(C)(C)C,-5,·,3,108,-0.9,2,-4,-27,-4,27,0
CCCc1ccc(-c2ccc(-c3noc(-c4ccncc4)n3)cc2)nc1,3,16,·,118,-0.5,1,-8,19,0,-19,-4
NC(=O)COC(=O)c1cc(=O)[nH]c2ccccc12,4,-4,-6,95,1.3,-3,-5,·,-2,·,3
Cc1cccc(/C(N)=N/OC(=O)CCCN2C(=O)c3ccccc3C2=O)c1,2,199,-3,105,0.3,9,2,-9,-1,9,-2
CCCc1cc(=O)n2[nH]c(C)c(-c3ccc(OC)cc3)c2n1,9,-9,·,129,1.7,3,-1,-4,2,4,-16
CCOC(=O)C1CCN(c2cc(=O)n(-c3ccccc3Cl)c(=O)[nH]2)CC1,-8,176,-7,103,0.8,19,-8,-14,0,14,-6
CC(Sc1nc2ccccc2[nH]1)C(=O)NC1CCCCC1C (configuration not stated),-2,-3,-5,·,-1.8,-13,10,-13,-6,13,-4
CC(C)CN(C(=O)COC(=O)CNC(=O)c1ccc(Cl)cc1)C1CCS(=O)(=O)C1 (configuration not stated),5,0,4,115,-0.5,-4,-2,-20,-1,20,-5
COC(=O)Cn1ncc(N2CC(C)OC(C)C2)c(Cl)c1=O (configuration not stated),13,80,-10,86,-0.8,-2,7,·,-3,·,0

Some of these compounds in order of heavy-atom count, low to high:
compound,PKA-R2B act,Mot1-301 SUMO,MITF act,DSG3 Ab inh,CDK5 inh,Arrestin-AP2 inh,PKA-R1A activ,SR-BI HDL uptake,NSD2 inh,SR-BI uptake up,dFosB act
NC(=O)COC(=O)c1cc(=O)[nH]c2ccccc12,4,-4,-6,95,1.3,-3,-5,·,-2,·,3
Cn1c(C2CCCN2C(=O)OC(C)(C)C)n[nH]c1=S (configuration not stated),-21,5,-3,101,-0.4,1,-2,-31,-10,31,3
CCNC(=O)CN1C(=O)NC2(CCOc3ccccc32)C1=O (configuration not stated),-3,-2,0,93,-0.2,-12,-2,-15,1,15,-1
CCn1c(Cc2ccccc2)nnc1SCC(=O)NC(C)(C)C,-5,·,3,108,-0.9,2,-4,-27,-4,27,0
CCCc1ccc(-c2ccc(-c3noc(-c4ccncc4)n3)cc2)nc1,3,16,·,118,-0.5,1,-8,19,0,-19,-4
Cc1ccc(NC(=O)N2CCC(C(=O)Nc3ccc(C)cc3C)CC2)cc1,3,-19,·,·,0.8,-1,-7,27,3,-27,0
COc1ccc(N(CCC(=O)NCCc2ccccc2)S(=O)(=O)c2ccc(C)cc2C)cc1,-10,-11,46,92,-0.4,21,0,-18,-4,18,-15
